tuberculosis growth: growth inhibition of non-replicating M. tuberculosis (AID 488890) | Mycobacterium tuberculosis non-replicating, growth inhibition; higher % means a stronger effect | one-dose inhibition, % at 25 µM; IC50 in µM for titrated hits | actives 0.39% (n = 320,000); in the data active = a potency from the dose series; inconclusive = inhibition mostly from about 82% at the one dose, without a potency; inactive = the rest, 99 in 100 with inhibition below about 76%;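 also: plate controls were DMSO cells for no effect and high antibiotic wells for full effect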
H37Rv inhibition: M. tuberculosis growth inhibition, HTS (AID 449762). M. tuberculosis H37Rv growth inhibition, 7H9 media; higher % means a stronger effect. inhibition, % at 25 µM, or IC50 in µM where a hit was titrated. actives 0.59% (n = 330,000); in the data active = a potency from the dose series; inconclusive = inhibition above about 70% without an active follow-up result;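 also: bacterial growth assessed after seven days of incubation; strong numbers were not always called active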
influenza NS1A: H1N1 influenza NS1A inhibitors, functional cell based assay (AID 504329); NS1A functional cell-based assay, percent inhibition; higher % means a stronger effect; inhibition, % at 12.5 µM; hits with a dose series show IC50 in µM; actives 0.3% (n = 340,000); in the data active = a potency from the dose series; inconclusive = inhibition above about 27% without an active follow-up result; also: strong numbers were not always called active
VEEV TC-83 Vero: inhibitors of VEEV TC-83 cytopathic effect, confirmation, Vero cells (AID 588727) | actives 0.13% (n = 350,000) | Vero cells, VEEV TC-83 cytopathic effect inhibition; higher % means a stronger effect | inhibition, % at 20 µM; hits with a dose series show IC50 in µM; in the data active = a potency from the dose series; inconclusive = inhibition mostly from about 14% at the one dose, without a potency; inactive = the rest, 99 in 100 with inhibition below about 12%; also: strong numbers were not always called active
Salmonella PhoP GFP: PhoP regulon inhibitors, Salmonella typhi PhoP promoter GFP reporter, confirmatory (AID 1850); Salmonella Typhi PhoP-promoter GFP reporter, fluorescence, 4 h; higher % means a stronger effect; inhibition, % at 50 µM; hits with a dose series show IC50 in µM; actives 0.33% (n = 310,000); in the data active = a potency from the dose series; inconclusive = inhibition mostly from about 25% at the one dose, without a potency; inactive = the rest, 99 in 100 with inhibition below about 19%;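 also: 0% = induced wells with vehicle and 100% = uninduced wells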
VEEV TC-83 Vero 10K pilot screen: recorded beside VEEV TC-83 Vero, whose call it bears; inhibition, %; measured here: 10K pilot screen inhibition
Starred values were filed as active, the others as inactive; i = inactive; u = inconclusive; x = not tested or not shown. Hits appear at their usual frequency; any-hit rate near 1.5%.

SMILES	tuberculosis growth	H37Rv inhibition	influenza NS1A	VEEV TC-83 Vero	Salmonella PhoP GFP	others
CN(C)c1ccc(C(C(=O)NCc2ccccc2)N(Cc2cccnc2)C(=O)c2snc(C(N)=O)c2N)cc1 (centres undefined)	x	x	7%	9.7%	x
Cc1ccc(C(=O)Nc2ccc(N3CCOCC3)cc2)cc1	-12%	3%	-1%	i	19%
COc1ccc(C(CNc2nc(-c3cccnc3)nc3ccccc23)N(C)C)cc1 (centres undefined)	62%	-3%	16%	7.5%	-3%
O=C(Nc1nc(-c2ccccn2)cs1)c1ncc(Cl)c(Cl)c1Cl	u	u	3%	8.5%	0%
COc1cc(CNCCSc2nnnn2C)cc(OC)c1OC	-1%	-7%	-6%	i	3%
CCOC(=O)c1c(/N=C/c2cc([N+](=O)[O-])ccc2O)sc(C)c1C	-17%	2%	-7%	0.2%	1%
O=C(CN(Cc1ccccc1F)S(=O)(=O)c1ccc(Cl)cc1)NCC1CCCO1 (centres undefined)	-15%	0%	6%	0.4%	9%
Cc1nc2c(ccc3nc(NC(=O)C4CC4)sc32)s1	25%	2%	2%	9.6%	7%
CCCc1cc(=O)n2[nH]c(NCc3c(Cl)cccc3Cl)nc2n1	50%	8%	-10%	3.1%	-9%
CC1(CCc2ccccc2)NC(=O)NC1=O (centres undefined)	x	x	2%	0.9%	x
CCN1C(=O)[C@@H]2[C@@H](c3ccc(-c4ccc(F)cc4)cc3)N3CCC[C@@]3(C(=O)OC)[C@@H]2C1=O	11%	-9%	12%	0.0%	5%
O=C(CSc1ccccc1C(=O)O)NCc1ccccc1	-2%	3%	-3%	0.9%	-12%
Cc1nn(C)cc1S(=O)(=O)NCc1ccc2c(c1)OCO2	-12%	-4%	-5%	3.0%	-5%
C#CC1(NC(=O)NC(C)(C)C)CCCCC1	13%	4%	-9%	0.2%	-4%
COc1ccc2c(c1)CCC(C)N2C(=O)C(=O)c1c[nH]c2ccccc12 (centres undefined)	6%	2%	4%	1.1%	7%
CCOc1ccc(NC(=S)Nc2ccc(Br)cc2Cl)cc1	u	u	-7%	1.8%	10%
O=C(Oc1ccccc1)c1c(Cl)cccc1P(=O)(O)O	-2%	1%	1%	1.5%	-1%
Cc1ccc(/C=C/C(=O)Nn2cnnc2)cc1	15%	13%	-3%	3.7%	11%
COc1cc(Br)cc2cc(C(=O)N3CCOCC3)c(=O)oc12	3%	-5%	0%	i	-6%
COc1cc(/C=N/NC(=O)CNS(=O)(=O)c2ccc(C)cc2)cc(OC)c1OC	3%	-1%	0%	1.1%	10%

Some of these compounds in order of formula weight, ascending:
SMILES	tuberculosis growth	H37Rv inhibition	influenza NS1A	VEEV TC-83 Vero	Salmonella PhoP GFP	others
C#CC1(NC(=O)NC(C)(C)C)CCCCC1	13%	4%	-9%	0.2%	-4%
O=C(CSc1ccccc1C(=O)O)NCc1ccccc1	-2%	3%	-3%	0.9%	-12%
COc1ccc2c(c1)CCC(C)N2C(=O)C(=O)c1c[nH]c2ccccc12 (centres undefined)	6%	2%	4%	1.1%	7%
COc1cc(Br)cc2cc(C(=O)N3CCOCC3)c(=O)oc12	3%	-5%	0%	i	-6%

The list goes on:
SMILES	tuberculosis growth	H37Rv inhibition	influenza NS1A	VEEV TC-83 Vero	Salmonella PhoP GFP	others
CCCc1nnc(NC(=O)CN2CCOCC2)s1	-3%	1%	-4%	1.9%	7%
C/C(=N\NC(=O)c1cccs1)c1ccc2ccccc2c1	0%	2%	2%	1.1%	0%
Cc1cc(C=C2C(=O)NC(=O)NC2=O)c(C)n1-c1ccc2c(c1)OCO2	41%	2%	0%	0.2%	9%
N=c1c(S(=O)(=O)c2ccc(F)cc2)cc2c(=O)n3ccccc3nc2n1CC1CCCO1 (centres undefined)	6%	4%	2%	i	-15%
Nc1ncnc2c1ncn2[C@@H]1O[C@H](CNS(=O)(=O)C2CC2)[C@@H](O)[C@H]1O	x	x	-12%	0.7%	x
COC(=O)CNC(=O)Cn1cnc2sc(C)c(S(=O)(=O)N3CCN(c4ccccc4OC)CC3)c2c1=O	1%	-6%	-7%	0.4%	-15%
Cc1ccccc1-c1cnn(-c2cccc([N+](=O)[O-])c2)c1N	15%	27%	-4%	9.7%	5%
CC1(CC(=O)N/N=C/c2ccc(-c3ccc(Cl)cc3)o2)OCCO1	69%	u	-5%	i	-2%
Nc1ccc(C#Cc2ccc3oc4ccccc4c(=O)c3c2)cc1	44%	18%	1%	6.6%	-4%
Nc1c(C(=O)NCc2ccco2)c2nc3ccccc3nc2n1CCN1CCOCC1	-5%	-6%	-5%	i	6%

The final three compounds of the section before lead into the next:
SMILES	tuberculosis growth	H37Rv inhibition	influenza NS1A	VEEV TC-83 Vero	Salmonella PhoP GFP	others
CC1(CC(=O)N/N=C/c2ccc(-c3ccc(Cl)cc3)o2)OCCO1	69%	u	-5%	i	-2%
Nc1ccc(C#Cc2ccc3oc4ccccc4c(=O)c3c2)cc1	44%	18%	1%	6.6%	-4%
Nc1c(C(=O)NCc2ccco2)c2nc3ccccc3nc2n1CCN1CCOCC1	-5%	-6%	-5%	i	6%
CC1=C(C(=O)OCc2ccccc2)C(c2ccco2)n2ncnc2N1 (centres undefined)	2%	-7%	-1%	0.6%	-13%
Cn1c(SCC(=O)NCc2ccccc2)nnc1C1CC1	6%	-3%	13%	0.8%	9%
COCCn1c(-c2ccc(OC)cc2)cnc1SCC(=O)Nc1cccc2ccccc12	41%	57%	6%	0.4%	-5%
O=C(COC(=O)/C=C/c1cccc(C(F)(F)F)c1)Nc1cccc2ccccc12	-8%	1%	0%	1.0%	-2%
Cc1cccc(SCC(=O)Nc2ccccc2[N+](=O)[O-])c1	46%	-7%	16%	0.5%	0%
COc1ccc(-c2c(C(C)=O)c(C)nc3sc4c(=O)n(-c5ccc(C)cc5)nnc4c23)cc1	-7%	-2%	10%	12%	6%
CCOC(=O)c1c(S(=O)(=O)N2CCCC(C(=O)Nc3ncccc3C)C2)c(C)n(C)c1C (centres undefined)	0%	-4%	-9%	0.8%	-4%
O=c1c2nnn(Cc3ccc(Cl)cc3)c2ncn1Cc1ccc(F)cc1	-11%	-3%	0%	0.7%	-6%
CCN1C(=O)C(=O)N(CC(=O)Nc2cc(C)ccc2C)C1=O	-4%	-5%	-9%	i	x
O=Cc1sc(=O)n(Cc2cccc(C(=O)O)c2)c1Cl	45%	3%	2%	0.0%	5%
Cc1nc(SCC(=O)c2ccc(F)c(F)c2)[nH]c(=O)c1Oc1ccc(F)cc1	32%	-5%	-2%	0.8%	-2%
CS(=O)(=O)N(CCc1ccccc1)CC(=O)Nc1ccc2c(c1)OCO2	-7%	-1%	2%	1.7%	24%
O=C(c1cccc(COCC(F)(F)C(F)F)c1)N1CCN(c2ccccc2)CC1	33%	-5%	-5%	i	0%
Cc1cc(NS(=O)(=O)c2ccc(NC(=S)NCc3ccccc3)cc2)no1	25%	-4%	-16%	2.2%	2%
CCOC(=O)c1ccc(NC(=S)NCC(O)c2ccccc2)cc1 (centres undefined)	u	x	5%	4.7%	2%
Cc1cnc(C(=O)OCC(=O)Nc2cccc(S(=O)(=O)N3CCOCC3)c2)cn1	-10%	-4%	-17%	5.3%	x
COC(=O)Cn1c(=NC(=O)CN2C(=O)CCC2=O)sc2cc(S(N)(=O)=O)ccc21	-13%	4%	1%	0.5%	0%
N#Cc1ccc2[nH]c(CO)c(-c3ccccc3)c2c1	23%	16%	-3%	0.2%	2%	VEEV TC-83 Vero 10K pilot screen=3.3
O=C1CCc2ccc(NC(=O)C3CC3)cc2N1	22%	3%	-9%	0.4%	8%
Cc1cccc(NS(=O)(=O)c2cnc(Cl)c(Br)c2)n1	3%	1%	4%	1.0%	3%
CCSC(=S)c1c(C)[nH]n(-c2ccccc2)c1=O	12%	4%	-20%	i	1%
CCN(CC)C(=O)C1CCCN(Cc2cccc(F)c2)C1 (centres undefined)	1%	7%	-8%	i	-4%
CCc1ccc(OCC(=O)OCC(=O)NC2CCCC(C)C2C)cc1 (centres undefined)	31%	6%	-11%	2.9%	x
CC(=O)CSc1ccc(S(=O)(=O)N2CCN(C)CC2)cn1	-13%	9%	-6%	1.3%	x
Cc1cc(=O)oc2c1c(C)nn2-c1ccc(Br)cc1	4%	5%	-1%	1.5%	2%
O=[N+]([O-])c1ccccc1O[C@@H]1O[C@H](CO)[C@H](O)[C@H](O)[C@H]1O	-5%	9%	-4%	i	-13%
COC(=O)c1ccccc1S(=O)(=O)NNC(=O)c1nn(C)c(=O)c2ccccc12	0%	0%	-1%	0.3%	x
Cc1cc(N)n(-c2ccc(Cl)cc2)n1	-3%	-5%	-6%	0.1%	0%	VEEV TC-83 Vero 10K pilot screen=1.5
CCOC(=O)c1c(CSc2ccccc2)n(C)c2ccc(O)c(CN3CCOCC3)c12	45%	1%	6%	0.4%	-4%	VEEV TC-83 Vero 10K pilot screen=0.3
CC(=O)Nc1ccc(OCc2ccc3c(c2)OCO3)cc1	37%	-4%	-9%	4.0%	-3%
CCCCN1CC(CO)Oc2cccc(F)c2S1(=O)=O (centres undefined)	x	x	-23%	i	x
N/C(Cc1cccs1)=N\OC(=O)COc1ccc(Br)cc1	59%	1%	-2%	5.8%	-6%
CCN(CC)c1ccc(C(=O)OCC(=O)Nc2cc3oc4ccccc4c3cc2OC)cc1	-9%	-1%	-2%	0.8%	-5%
CN1C(C(=O)NCc2ccccc2)CC2Cn3c(nc4ccccc43)C21 (centres undefined)	-4%	-1%	3%	1.4%	6%
O=C(CSc1nc2ccsc2c(=O)n1Cc1ccc(C(=O)O)cc1)NCC1CCCO1 (centres undefined)	-28%	-8%	10%	i	-26%
Cc1cccc(N2N=C(C(=O)Nc3nc(C)cs3)CCC2=O)c1	20%	-1%	8%	1.3%	-8%
COc1ccccc1-c1nnc(SCC(=O)N2CCCC2)o1	15%	6%	-5%	2.1%	10%
Fc1ccccc1/C=N/n1c(-c2cccnc2)n[nH]c1=S	-9%	-4%	1%	0.0%	-14%
O=C(Nc1ccnn1C1CCN(Cc2ccccn2)CC1)c1cccc(F)c1	-6%	-10%	5%	1.6%	4%
COC(=O)C(C(=O)Nc1ccccc1C)C1CCCCCC1 (centres undefined)	-1%	7%	x	0.2%	-9%
COc1cc(OC)cc(-c2sc3ccc(OC)cc3c2C#CC(C)(C)O)c1	33%	u	5%	8.3%	x
CCOc1cc(NC(=S)NCCCN2CCOCC2)c(OCC)cc1NC(=O)C1CCCCC1	27%	7%	3%	i	-11%
O=P(Nc1ccccc1)(Nc1ccccc1)c1ccccc1	x	x	0%	0.6%	x
CCOc1ccccc1NC(=O)CC1Nc2cc(C)c(C)cc2NC1=O (centres undefined)	27%	4%	7%	8.5%	-2%
CCOc1ccc(-n2c(N)c(-c3nc4ccccc4[nH]3)sc2=S)cc1	4%	-7%	7%	0.5%	0%
COC(=O)c1ccc(/C=C(\C#N)c2nc3ccccc3s2)cc1	u	4%	8%	1.0%	-30%
COc1cccc(-c2ccc(=O)n(CC(=O)Nc3ccc(C(=O)N4CCCC4)cc3)n2)c1	11%	4%	14%	0.8%	1%
Cc1[nH]n(-c2ccc([N+](=O)[O-])cc2)c(=O)c1C=NCCc1c(C)[nH]c2ccccc12	-20%	5%	8%	3.5%	-6%
COC(=O)CN1C(=O)CC(C)(C)S(=O)c2ccccc21 (centres undefined)	-10%	-6%	-7%	1.2%	-2%
CC(=O)c1cccc(NC(=O)c2ccc(N(C)S(C)(=O)=O)cc2)c1	0%	0%	-13%	i	1%

Assay outcomes deposited in PubChem by Southern Research Specialized Biocontainment Screening Center.
